ASM inhibitor – Inhibitors of Secretory Acid Sphingomyelinase (S-ASM): qHTS. Potency, µM (highest dose often 57.5 µM), inactives show at the top dose activity change, negative = inhibition, hits mostly inhibitors. Sphingomyelin phosphodiesterase (Homo sapiens), P17405. placental ASM, HMU-PC fluorogenic substrate, 60 min. AID 504937, 2011. 340,000 compounds, 0.006% hits; also: potency is read from the fitted curve at half-maximal effect
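Steps: dispense placental human ASM, pin compound, wait 10 min at room temperature, add HMU-PC0 substrate at 9 uM final, incubate 60 min at 37 °C, add stop solution raising pH to 10, read fluorescence.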
uPA surface inh – qHTS for Inhibitors of Cell Surface uPA Generation | 330,000 compounds, 0.31% hits | Potency, µM (doses to about 38.3 µM), for inactives: at the highest dose activity change, negative = inhibition, usual class: inhibitors | cell surface uPA generation assay, qHTS; active = well fitted inhibition curve with a large enough effect; inconclusive = small, poorly fitted or top-dose-only effect; inactive = no such curve, though single readings can be large or run the other way; tested in mouse RAW 264.7 cells; also: potency is read from the fitted curve at half-maximal effect; % is scaled to controls: 0 for no effect and ±100 for the full control effect; nearly all actives have a fitted effect of over 55% in size
TSG101-PTAP inh – qHTS Assay for Iinhibitors of HIV-1 Budding by Blocking the Interaction of PTAP/TSG101; Potency, µM (highest dose often 115 µM), inactives show at the top dose activity change, negative = inhibition, actives largely listed as inhibitors; Fluorescence polarization, FITC-PTAP peptide / Tsg101 binding; AID 493005, 2010; Tumor susceptibility gene 101 protein (Homo sapiens), Q99816; 340,000 tested, under 10 active; active = well fitted inhibition curve with a large enough effect in the main read-out, with a control signal flat, not every such curve was filed as active; inconclusive = small, poorly fitted or top-dose-only effect, or effect the other way, or a change in a side signal; inactive = no such curve, though single readings can be large or run the other way; also: potency is read from the fitted curve at half-maximal effect; % of control where 0% means no effect
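FP read-out: FITC-PTAP peptide, 50 nM final, binding Tsg101 binding domain, 10 uM final; 20 min, r.t.; 10 mM HEPES pH 7.5, 0.15 M NaCl, 0.01% Tween 20, 3 mM EDTA, 0.1 mM TCEP.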
Eya2 inh – qHTS Assay for Inhibitors of the Phosphatase Activity of Eya2; Protein phosphatase EYA2 (Homo sapiens), O00167; recombinant Eya2, OMFP fluorescence dephosphorylation (OMFP is methylfluorescein phosphate); Potency, µM (series often up to 76.9 µM), without a hit: top-dose activity, negative = inhibition, actives largely listed as inhibitors; 330,000 compounds, 0.006% hits; also: potency is read from the fitted curve at half-maximal effect; % is scaled to controls: 0 for no effect and ±100 for the full control effect
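Eya2 protein (added as 0.2 uM solution) was preincubated with compound for 10 min at ambient temperature in 50 mM HEPES pH 7.5, 50 mM NaCl, 5 uM MgCl2, 0.05% BSA, 1 mM DTT. OMFP (added at 50 uM) then reacted 10 min; fluorescence read at 485/525 nm.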
ELG1 genotox – qHTS screen for small molecules that induce genotoxicity in human embryonic kidney (HEK293T) cells expressing luciferase-tagged ELG1; HEK293T ELG1-luciferase reporter, luminescence, 16 h; Potency, µM (titrated, usually from 46 µM), for inactives: top-dose activity change, positive = activation, usual class: activators; 330,000 compounds, 1.3% hits; also: potency is read from the fitted curve at half-maximal effect; % of control where 0% means no effect; nearly all actives have a fitted effect of over 60% in size
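ELG1-luciferase HEK293T cells, 2,000/well; compound pinned in; 16 hr, 37 °C, 5% CO2; ONE-Glo, 30 min RT; luminescence on CCD imager.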
B2AR arrestin – qHTS assay of beta-arrestin-biased ligands of beta2-adrenergic receptor | Potency, µM (doses to about 46.1 µM), inactives show at the top dose activation, actives largely listed as activators | 330,000 compounds, 0.02% hits | Beta-2 adrenergic receptor (Homo sapiens), P07550 | beta-arrestin recruitment to beta2AR, cell-based reporter;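 also: potency is read from the fitted curve at half-maximal effect; 0% = DMSO controls and full agonism = EC100 isoproterenol or metaproterenol; nearly all actives have a fitted effect of over 65% in size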
Target sequence (P07550 whole entry, looked up): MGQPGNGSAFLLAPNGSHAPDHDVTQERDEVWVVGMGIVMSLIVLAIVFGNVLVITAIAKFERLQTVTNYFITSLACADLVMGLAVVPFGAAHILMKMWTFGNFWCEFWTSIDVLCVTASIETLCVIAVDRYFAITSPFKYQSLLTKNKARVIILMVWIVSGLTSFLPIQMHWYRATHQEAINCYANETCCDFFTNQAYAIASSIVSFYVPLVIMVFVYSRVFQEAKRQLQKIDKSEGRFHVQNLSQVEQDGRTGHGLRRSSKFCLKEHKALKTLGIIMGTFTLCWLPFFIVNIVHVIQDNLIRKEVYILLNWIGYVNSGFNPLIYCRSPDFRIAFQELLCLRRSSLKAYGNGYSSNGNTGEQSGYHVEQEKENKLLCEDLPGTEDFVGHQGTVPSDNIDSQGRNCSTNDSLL
TRPV1 ag – HTS Assay for Compounds that Act as Agonists of the Vanilloid Receptor 1 | Transient receptor potential cation channel subfamily V member 1 (Homo sapiens), Q8NER1 | TRPV1-expressing cells, Fluo-8 calcium influx, agonist mode | activation, % at 8.33 µM | 320,000 compounds, 0.19% hits | AID 540275, 2011; in the data active = activation above about 80%; inconclusive = between about 30% and that limit; also: 0% is about no effect
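Cells expressing TRPV1 were dye-loaded with Fluo-8 and read kinetically: 10 s baseline, 3 min after compound (agonist portion), then 2 min after EC20 capsaicin (allosteric enhancer portion). Calcium-bound dye fluorescence at 480/520 nm.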
BRCA1 expr up – qHTS Assay to Identify Small Molecule Activators of BRCA1 Expression; MCF7-BRCA1-FFLuc reporter, luminescence, 48 h; response scale: scaled: vehicle 0%, 10 µM genistein 100%; Potency, µM (doses to about 46.1 µM), for inactives: at the top dose activation, usual class: activators; 380,000 compounds, 1.1% hits; also: potency is read from the fitted curve at half-maximal effect; nearly all actives have a fitted effect of over 80% in size; some results filed as inactive show a strong effect at the top dose
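Activators of BRCA1 expression were detected as increased firefly luciferase luminescence in engineered MCF7 cells after 48 h compound incubation. Signals were scaled to genistein 10 microM as full activation.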
USP2a block – qHTS Assay for Inhibitors of Ubiquitin-specific Protease USP2a Using CHOP2 as the Reporter; 330,000 compounds, 0.01% hits; Potency, µM (titrated, usually from 38.3 µM), for inactives: at the highest dose activity change, negative = inhibition, actives largely listed as inhibitors; USP2 core, Ub-CHOP2 coupled fluorogenic reporter, 485/531; Ubiquitin carboxyl-terminal hydrolase 2 (Homo sapiens), O75604; AID 463254, 2010;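 also: potency is read from the fitted curve at half-maximal effect; plate controls were DMSO wells for no effect and full inhibition by NEM control for full effect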
Target sequence (O75604 whole entry, looked up): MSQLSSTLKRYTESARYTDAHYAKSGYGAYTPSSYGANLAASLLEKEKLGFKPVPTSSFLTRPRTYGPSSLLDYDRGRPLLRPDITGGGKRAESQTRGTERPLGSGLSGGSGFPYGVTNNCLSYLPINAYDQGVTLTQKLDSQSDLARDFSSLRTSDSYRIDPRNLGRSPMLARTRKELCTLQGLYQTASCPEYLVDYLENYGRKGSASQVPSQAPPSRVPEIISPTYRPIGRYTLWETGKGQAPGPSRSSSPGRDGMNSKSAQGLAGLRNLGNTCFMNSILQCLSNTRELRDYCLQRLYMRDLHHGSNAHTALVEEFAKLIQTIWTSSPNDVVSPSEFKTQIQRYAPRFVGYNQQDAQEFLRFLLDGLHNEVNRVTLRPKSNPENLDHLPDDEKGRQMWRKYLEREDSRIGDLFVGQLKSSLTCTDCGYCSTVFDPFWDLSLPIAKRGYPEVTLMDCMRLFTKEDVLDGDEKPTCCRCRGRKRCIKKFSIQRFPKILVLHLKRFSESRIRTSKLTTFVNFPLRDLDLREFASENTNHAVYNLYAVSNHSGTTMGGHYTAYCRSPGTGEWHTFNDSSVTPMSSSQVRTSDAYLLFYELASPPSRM
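Cell-free coupled assay: 10nM USP2 core preincubated 30min RT with compound in Tris-HCl pH 8.0/CaCl2/CHAPS buffer, then 25nM Ub-CHOP2 and 25nM reporter substrate; fluorescence (Ex 485/Em 531) read after 60min RT, normalized to NEM inhibition, concentration-response curves fitted.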
a7 integrin act – qHTS for Activators of Integrin-Mediated Alleviation for Muscular Dystrophy; 350,000 compounds, 0.064% hits; alpha7betagal myoblasts, beta-gal FDG fluorescence, 48 h; AID 624291, 2012; Potency, µM (top dose mostly 38.3 µM), for inactives: at the top dose activation, most hits filed as activators;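 also: potency is read from the fitted curve at half-maximal effect; 100% = response of the positive control SU9516; nearly all actives have a fitted effect of over 60% in size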
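alpha7betagal+/- myoblasts (passage 13, 250/well) treated 48 h at 37C with compounds at 1:260 dilution of DMSO stock. Lysed, then beta-galactosidase activity read as FDG fluorescence (ex 480/em 540) after 30 min, with pre-read for autofluorescence.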
p53 reactivation – qHTS assay for re-activators of p53 using a Luc reporter. Potency, µM (highest dose often 92.2 µM), for the others: top-dose activity change, positive = activation, hits mostly activators. AID 504706, 2011. 320,000 compounds, 0.063% hits. H1299 p53-A138V BP100-luciferase reporter, luminescence, 24 h; also: potency is read from the fitted curve at half-maximal effect; % of control where 0% means no effect; nearly all actives have a fitted effect of over 45% in size
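H1299 (p53-null), stable ts p53-A138V + BP100-Luc; 1000 cells/well, Opti-MEM/10% FBS; cpd 4 pt, 1:5; 24 h, 37 deg C, 5% CO2; detection reagent 10 min RT; luminescence.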
* = called active by the depositor; ? = inconclusive; / = not tested or not shown; [ ] = remark or other dose. Unless noted, calls follow the shape of the dose curve; as a rule, active = well fitted curve in the direction sought with a large enough effect; inconclusive = small, poorly fitted or top-dose-only effect, or another doubt; inactive = no such curve, though single readings can be large; an effect the other way counts as inactive or inconclusive. An unsorted share of the library (roughly 2.6% active in at least one column).

smiles,TRPV1 ag,TSG101-PTAP inh,p53 reactivation,a7 integrin act,Eya2 inh,uPA surface inh,ASM inhibitor,BRCA1 expr up,USP2a block,ELG1 genotox,B2AR arrestin
CCCn1c(=O)c(C(=O)Nc2cnccn2)c(O)c2ccccc21,0,/,4%,/,15%,/,/,/,2%,-1%,-0.2%
COc1ccc(C)cc1S(=O)(=O)N(C)CC(=O)N1CCCCCC1,1,-10%,-3%,-10%,2%,-8%,7%,11%,3%,0%,-0.1%
Cc1occc1C(=O)N1CCN(S(C)(=O)=O)CC1,2,-5%,1%,22%,0%,/,4%,-4%,0%,4%,3.1%
CN1CCN(NC(=S)Nc2ccccc2)CC1,0,-2%,-3%,2%,7%,2%,-1%,-2%,1%,6%,0.2%
Cc1cccc(C(=O)Nc2scc(-c3ccc(Br)cc3)c2C(=O)O)c1,/,-2%,/,6%,/,-5%,-1%,-12%,/,/,/
CN(C)/C(=N\OC(=O)c1ccccc1)c1nonc1N,8,-1%,5%,-3%,0%,1%,1%,-13%,3%,0%,-0.9%
COC(=O)CSc1nc2ncc(Cl)cc2[nH]1,-2,-4%,4%,10%,19%,1%,0%,-7%,1%,-9%,0.0%
CCOC(=O)C1=C(C)N(C)C(C)=C(C(=O)OCC)C1c1ccc(Cl)cc1,-1,2%,-7%,?,-11%,1%,-28%,-68%,-10%,-4%,0.6%
CCCCCCCC(=O)N/N=C(/C)c1c(O)cc(C)oc1=O,29,-3%,-2%,-14%[7.66 µM],9%,/,2%,-20%,0%,-1%,-1.0%
O=C(Nc1ccc(F)cc1)c1oc2ccccc2c1NC(=O)C1CCCC1,?,0%,-6%,4%,4%,1%,-10%,-3%,3%,-5%,-0.4%
Cc1nc(N)sc1C(=O)N/N=C/c1ccc([N+](=O)[O-])cc1,2,-11%,-3%,7%,-2%,-2%,-4%,-8%,1%,12%,-0.5%
Brc1ccc(/C=C/C=N/Nc2nc3ccccc3s2)cc1,/,/,3%,20%,10%,-9%,20%,8.9µM*,3%,2%,5.7%
C/C=C/c1ccc(OCCN2C(=O)NC(C)(C)C2=O)c(OC)c1,-2,-5%,/,5%,/,5%,3%,-1%,/,/,/
COc1cc(NC(=O)CCc2c(C)[nH]c(=O)c(C#N)c2C)cc(OC)c1,-2,-6%,3%,11%,-17%,4%,-1%,0%,1%,5%,-0.4%
CSCCC(NC(=O)C12CC3CC(CC(C3)C1)C2)C(=O)OCC(=O)c1ccc(C)cc1 (stereo unspecified),15,-3%,-14%,16%,8%,3%,-2%,11%,4%,-2%,-0.6%

(continued)
smiles,TRPV1 ag,TSG101-PTAP inh,p53 reactivation,a7 integrin act,Eya2 inh,uPA surface inh,ASM inhibitor,BRCA1 expr up,USP2a block,ELG1 genotox,B2AR arrestin
COc1ccc(S(=O)(=O)N2CCC3(CC2)OCCN3S(=O)(=O)c2ccc(C)cc2)cc1OC,8,-1%,6%,14%,-15%,?,2%,-10%,1%,9%,-0.2%
CCOC(=O)C1(CC)Oc2ccccc2C(c2ccc(OC)cc2)=C1C(=O)OC (stereo unspecified),/,-1%,-5%,-20%,-11%,5%,0%,17%,-3%,-1%,-0.1%
O=[N+]([O-])c1cc(C=Nc2cccc3c(O)cccc23)ccc1Cl,-1,/,/,/,20%,/,/,/,-1%,/,-0.4%
COc1ccc2nc(NC(=O)C3CCCN(S(=O)(=O)c4cccc5nonc45)C3)sc2c1 (stereo unspecified),3,0%,-3%,-29%,-3%,-6%,-13%,-7%,2%,-3%,-0.4%
O=C(NCc1ccc2c(c1)OCO2)c1cc2ccccc2oc1=O,-1,-2%,15%,5%,-2%,0%,1%,4%,-1%,6%,-0.5%
COc1ccccc1Cc1nc(-c2ccc(C)cc2)no1,21,-6%,?,27%,1%,-4%,-1%,0%,-1%,18µM*,-0.2%
CC1CN(C(=O)c2cc3ccccc3oc2=O)CC(C)O1 (stereo unspecified),-2,-11%,1%,27%,6%,8%,6%,15%,0%,2%,-0.1%
CCc1noc(C)c1C(=O)OCC(=O)NC(C)c1ccccc1 (stereo unspecified),0,-2%,0%,18%,-1%,4%,-2%,9%,1%,4%,-0.4%
Cc1ccc(CNC(=O)CCCC(=O)c2ccccc2)cc1,6,0%,2%,-8%,4%,7%,-1%,4%,1%,-1%,0.1%
Cc1ccc(CC2(O)CC(C)N(C)CC2C)c(C)c1 (stereo unspecified),-1,-4%,1%,-28%,-6%,1%,3%,13%,-1%,1%,0.0%
O=[N+]([O-])c1ccc2c(c1)C(O)n1nc(-c3ccccc3)nc1S2 (stereo unspecified),7,0%,4%,0%,-4%,1%,-2%,-1%,7%,?,0.2%
CCOc1ccc(/C=N/NC(=O)c2c(-c3ccccc3)noc2C)cc1,11,-1%,0%,-8%,0%,6%,0%,-15%,1%,-1%,-0.4%
COc1cccc(C2=NOC(C(=O)Nc3cccc(C(C)=O)c3)C2)c1OC (stereo unspecified),17,-6%,5%,-9%,-15%,/,1%,1%,9%,-13%,0.0%
CC(C)CCNC(=O)CSc1nc2ccccc2c(=O)[nH]1,2,-1%,-1%,2%[7.66 µM],-8%,/,1%,-6%,1%,6%,0.1%
CCCn1c(N2CCN(CC(=O)Nc3ccc4c(c3)OCCO4)CC2)nc2ccccc21,0,-7%,-6%,9%,-17%,7%,0%,0%,1%,-1%,0.5%

New compounds follow
smiles,TRPV1 ag,TSG101-PTAP inh,p53 reactivation,a7 integrin act,Eya2 inh,uPA surface inh,ASM inhibitor,BRCA1 expr up,USP2a block,ELG1 genotox,B2AR arrestin
CCCN1CCC(=NNc2ccc(S(=O)(=O)N(CC)CC)cc2[N+](=O)[O-])CC1,5,0%,-4%,-48%[inhibitor],-13%,-13%,-15%,-40%,0%,6%,0.0%
N#Cc1cc(N)ccc1Sc1ccccc1,-1,-6%,0%,-16%,-8%,-2%,17%,13%,0%,5%,0.0%
COCCOC(=O)C1=C(C)N(c2ccccc2)C(=O)NC1c1cccc([N+](=O)[O-])c1 (stereo unspecified),-1,1%,-5%,19%,-4%,-8%,-1%,-32%,-4%,-1%,0.4%
CCOC(=O)c1nc(C)sc1-c1ccnn1S(=O)(=O)c1ccc(C)cc1,23,-2%,-4%,-1%,-4%,-3%,-2%,8%,-2%,0%,3.5%
COc1ccc(C(=O)Cn2c(Br)nc3c2c(=O)n(C)c(=O)n3C)cc1OC,-1,-6%,1%,14%[7.66 µM],6%,2%,-2%,-20%,-1%,-4%,1.0%
Fc1ccccc1NC(=S)Nc1cccc2cnccc12,-1,-2%,-1%,-58%[inhibitor],0%,10%,4%,-32%,3%,-12%,0.1%
COc1cccc(N2CCN(C(=O)c3ccc(CS(=O)c4ccccc4C)o3)CC2)c1 (stereo unspecified),0,0%,-3%,-15%,1%,-1%,-1%,-25%,3%,3%,0.4%
COc1ccccc1OCc1ccc(C(=O)NCc2ccco2)o1,0,-2%,-7%,-26%,2%,-1%,5%,45%,0%,-2%,-0.1%
O=C(NCC1CCN(S(=O)(=O)c2ccccc2)CC1)Nc1ccc(F)cc1,?,-1%,-3%,0%,1%,13%,0%,-8%,0%,-12%,-0.6%
CCC(C)c1ccc(NC(=O)c2ccco2)cc1 (stereo unspecified),82*,-8%,/,3%,5%,?,-7%,0%,0%,0.58µM*,-1.1%
Cc1ccc(S(=O)(=O)N2CCCC2C(=O)n2nc(C)cc2C)cc1 (stereo unspecified),4,-3%,1%,7%,-26%,-2%,3%,-3%,-2%,0%,-0.1%
O=C(O)C1C2C=CC(O2)C1C(=O)NCCCn1ccnc1 (stereo unspecified),5,/,-9%,/,13%,/,/,/,2%,3%,0.5%
COc1cc(C(C)=O)ccc1OCC(=O)N(CCC1=CCCCC1)c1c(N)n(Cc2ccccc2)c(=O)[nH]c1=O,4,0%,-3%,-5%,-3%,-5%,/,-60%,1%,?,0.2%

Screening results deposited in PubChem BioAssay by National Center for Advancing Translational Sciences (NCATS).
